Screening results as filed in PubChem BioAssay.
POLH inh: qHTS for Inhibitors of Polymerase Eta | DNA polymerase eta (Homo sapiens), Q9Y253 | recombinant Pol eta, fluorescent DNA replication assay | Potency, µM (titrated, usually from 114 µM), for the others: at the highest dose activity change, negative = inhibition, actives largely listed as inhibitors | 390,000 tested, 1.2% active | AID 588591, 2011; also: % is scaled to controls: 0 for no effect and ±100 for the full control effect
Target sequence (Q9Y253 whole entry, looked up): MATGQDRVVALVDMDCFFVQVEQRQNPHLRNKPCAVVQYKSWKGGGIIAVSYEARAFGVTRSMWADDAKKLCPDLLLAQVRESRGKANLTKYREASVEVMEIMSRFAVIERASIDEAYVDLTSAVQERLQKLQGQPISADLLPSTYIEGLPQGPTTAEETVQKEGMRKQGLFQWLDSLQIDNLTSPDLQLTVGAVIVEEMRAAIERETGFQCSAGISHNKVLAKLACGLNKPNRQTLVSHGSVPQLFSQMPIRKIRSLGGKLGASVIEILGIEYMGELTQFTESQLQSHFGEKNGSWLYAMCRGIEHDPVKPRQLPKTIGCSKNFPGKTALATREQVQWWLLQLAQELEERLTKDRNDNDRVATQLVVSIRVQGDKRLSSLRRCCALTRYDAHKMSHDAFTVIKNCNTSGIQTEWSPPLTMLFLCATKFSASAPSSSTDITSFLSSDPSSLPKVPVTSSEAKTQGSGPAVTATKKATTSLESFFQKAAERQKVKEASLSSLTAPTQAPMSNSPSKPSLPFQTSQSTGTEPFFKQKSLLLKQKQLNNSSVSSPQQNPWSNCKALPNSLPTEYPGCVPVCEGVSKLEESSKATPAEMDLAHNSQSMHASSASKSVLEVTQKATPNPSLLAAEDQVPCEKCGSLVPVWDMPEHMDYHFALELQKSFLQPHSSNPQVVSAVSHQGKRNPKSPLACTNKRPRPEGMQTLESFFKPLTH
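Fluorescent replication assay: 50 nM final substrate added after a 15 min room-temperature compound preincubation with 10 nM enzyme. Signal taken at 0 min and again at 10 min.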
POLB inh: qHTS Assay for Inhibitors of DNA Polymerase Beta. AID 485314, 2010. 340,000 tested, 1.3% active. Potency, µM (highest dose often 114 µM), inactives show top-dose activity change, negative = inhibition, most hits filed as inhibitors. Pol beta primer extension/strand displacement, fluorescence kinetic; also: % is scaled to controls: 0 for no effect and ±100 for the full control effect
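Kinetic readout of DNA synthesis with strand displacement by Pol beta. Compound and 10 nM enzyme sit 15 min at room temperature; 50 nM substrate starts the reaction, read immediately and at 10 min.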
APEX1 inh: qHTS Assay for Inhibitors of the Human Apurinic/apyrimidinic Endonuclease 1 (APE1); Potency, µM (titrated, usually from 65.8 µM), inactives show top-dose activity change, negative = inhibition, actives largely listed as inhibitors; DNA repair nuclease/redox regulator APEX1 (Homo sapiens), P27695; recombinant APE1, TAMRA/BHQ-2 abasic DNA cleavage fluorescence; 350,000 tested, 0.35% active;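 also: plate controls were vehicle for no effect and reference inhibitor for full effect; nearly all actives have a fitted effect of over 55% in size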
Target sequence (P27695 whole entry, looked up): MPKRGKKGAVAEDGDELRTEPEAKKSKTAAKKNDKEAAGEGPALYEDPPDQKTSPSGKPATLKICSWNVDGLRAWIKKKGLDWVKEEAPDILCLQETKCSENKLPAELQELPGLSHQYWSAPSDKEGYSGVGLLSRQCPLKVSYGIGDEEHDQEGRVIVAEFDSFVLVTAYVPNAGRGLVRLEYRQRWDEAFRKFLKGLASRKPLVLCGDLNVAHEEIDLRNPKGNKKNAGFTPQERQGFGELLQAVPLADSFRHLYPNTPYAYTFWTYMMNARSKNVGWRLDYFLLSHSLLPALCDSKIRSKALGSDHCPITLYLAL
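APE1 at 0.75 nM preincubated 15 min at room temperature with compound. Reaction then started with 50 nM double-stranded THF-abasic substrate labelled with TAMRA/BHQ-2, and 525/598 nm fluorescence read kinetically. Activity taken as third-minus-first read difference, normalized to DMSO and NSC13755 controls.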
BLM inh: qHTS Assay for Inhibitors of Bloom's syndrome helicase (BLM). AID 2528, 2010. Potency, µM (doses to about 56.1 µM), for the others: at the top dose activity change, negative = inhibition, usual class: inhibitors. RecQ-like DNA helicase BLM (Homo sapiens), P54132. recombinant BLM DNA unwinding, fluorescence dequenching. 350,000 tested, 0.2% active;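 also: plate controls were vehicle for no effect and no enzyme for full effect; nearly all actives have a fitted effect of over 35% in size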
G9a block: qHTS Assay for Inhibitors of Histone Lysine Methyltransferase G9a; AID 504332, 2011; Potency, µM (highest dose often 102 µM), for inactives: top-dose activity, negative = inhibition, hits mostly inhibitors; G9a H3K9 monomethylation, AlphaScreen, 2 h; Histone-lysine N-methyltransferase EHMT2 (Homo sapiens), Q96KQ7; 350,000 tested, 8.8% active; also: % is scaled to controls: 0 for no effect and ±100 for the full control effect; nearly all actives have a fitted effect of over 75% in size
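AlphaScreen detection with an anti-monomethyl H3K9 antibody quantified product after a 2 h room-temperature reaction containing 500 nM biotinylated H3K9 peptide, 20 µM SAM and 20 nM enzyme, which had been preincubated 15 min with compound.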
BAZ2B block: qHTS Assay for Inhibitors of BAZ2B. Bromodomain adjacent to zinc finger domain protein 2B (Homo sapiens), Q9UIF8. AlphaScreen BAZ2B-H3K14Ac peptide displacement. Potency, µM (doses to about 114 µM), inactives show at the highest dose activity change, negative = inhibition, most hits filed as inhibitors. 360,000 tested, 4.4% active; also: % is scaled to controls: 0 for no effect and ±100 for the full control effect; nearly all actives have a fitted effect of over 60% in size
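AlphaScreen luminescence quantifies BAZ2B engagement of H3K14Ac peptide; the protein and biotinylated peptide are both at 50 nM final, buffer PBS pH 7.4 with 0.01% Tween-20, all steps at room temperature.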
JMJD2A Tudor inh: qHTS Assay for Inhibitors of JMJD2A-Tudor Domain; AID 504339, 2011; 390,000 tested, 4.4% active; Potency, µM (titrated, usually from 114 µM), inactives show top-dose activity change, negative = inhibition, most hits filed as inhibitors; AlphaScreen JMJD2A-Tudor / H3K4me3 peptide binding; Lysine-specific demethylase 4A (Homo sapiens), O75164; also: % is scaled to controls: 0 for no effect and ±100 for the full control effect; nearly all actives have a fitted effect of over 50% in size
Pol kappa inh: qHTS for Inhibitors of Polymerase Kappa; purified Pol kappa, fluorescent DNA synthesis assay, 10 min; Potency, µM (top dose mostly 107 µM), for the others: at the top dose activity, negative = inhibition, hits mostly inhibitors; 400,000 tested, 0.53% active; AID 588579, 2011; also: % is scaled to controls: 0 for no effect and ±100 for the full control effect
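First, compounds were pin-transferred onto 10 nM Pol kappa. After 15 min at room temperature, substrate was added to 50 nM final. Fluorescence was then measured kinetically at 0 and 10 min.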
Pol iota inh: qHTS for Inhibitors of Polymerase Iota. Pol iota fluorescent replication assay, 10 min. Potency, µM (highest dose often 115 µM), inactives show at the highest dose activity, negative = inhibition, most hits filed as inhibitors. DNA polymerase iota (Homo sapiens), Q9UNA4. AID 588590, 2011. 390,000 tested, 1% active
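Fluorescent replication assay read twice, at 0 min and 10 min after adding 50 nM (final) substrate. Enzyme (10 nM) and compounds were first incubated 15 min at room temperature; enzyme-free buffer wells were negative controls.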
Starred values were filed as active, the others as inactive; ? = inconclusive; . = no result given; & = joins results of further samples; [ ] = remark or other dose. Calls follow the shape of the dose curve; as a rule, active = well fitted curve in the direction sought with a large enough effect; inconclusive = small, poorly fitted or top-dose-only effect, or another doubt; inactive = no such curve, though single readings can be large; an effect the other way counts as inactive or inconclusive. Potency is read from the fitted curve at half-maximal effect.

SMILES | POLH inh | POLB inh | APEX1 inh | BLM inh | G9a block | BAZ2B block | JMJD2A Tudor inh | Pol kappa inh | Pol iota inh
COc1ccc(S(=O)(=O)c2cn(Cc3ccccc3)c3cc(F)c(F)cc3c2=O)cc1 | -16% | 3% | . | -5% | -9%[59 µM] | -3% | -11% | 1% | 50%[activator]
CCOC(=O)C1CCN(C(=O)CN(C)S(=O)(=O)c2cc(C)ccc2OC)CC1 | -1% | ? | -5% | -1% | -2%[59 µM] | 4% | -5% | -5% | -2%
O=C(COc1ncnc2ccccc12)Nc1ccc(S(=O)(=O)N2CCOCC2)cc1 | 0% | 5% | 2% | -2% | 0% | -2% | -12% | -21% | 6%
CC(C)(C)NC(=O)Cn1nnc(-c2ccccc2NC(=O)c2cnccn2)n1 | -11% | 30% | -3% | -3% | 48% | -2% | -17% | -13% | 16%
C[C@@H]1CN[C@H](CCO)/C1=C\c1ccccc1 | -3% | . | . | . | . | . | -10% | -13% | -17%
CCOC(=O)c1c(/N=C/c2cc(OC)cc([N+](=O)[O-])c2O)sc(C)c1C | -23% | 2% | 2% | -5% | 20µM* | 50µM* | ? | -1% | 15%
OC[C@@H](O)[C@H](O)C(/C=N/Nc1ccccc1)=N\Nc1ccccc1 | -12% | 1% | -6% | -7% | ? | ? | 79µM* | -14% | 126%[activator]
CCCCSc1ccc(NC(=O)c2cccnc2)cc1 | -9% | 0% | -8% | -3% | 10%[2.33 µM] | 1% | 1% | -17% | 1%[58.9 µM]
Cc1occc1C(=O)NC1CCCN(Cc2ccc(Cl)cc2)C1 (stereo not given) | -17% | -1% | 36% | 1% | ? | -19% | -25% | 4% | 5%
COc1ccc(C)cc1Nc1nc(-c2c[nH]c3ccccc23)cs1 | 1% | 3% | 0% | -3% | 3.2µM* | 50µM* | ? | -19% | 48%[activator]
O=[N+]([O-])c1ccc(Oc2cccc(F)c2)c2ccncc12 | -18% | 4% | -6% | -10% | ? | ? | -34% | -4% | 28%
CC1(C(=O)NCc2cccnc2)CCC(=O)N1Cc1cccs1 (stereo not given) | -3% | -3% | 2% | 0% | 0%[59 µM] | 10% | -9% | -9% | -1%
O=C1CC(N2CCSCC2)C(=O)N1c1ccc(F)cc1 (stereo not given) | -16% | 16% | 2% | 0% | ? | -3% | -5% | -10% | 141%[activator]
O=C(NCC1CC1)c1onc(CSc2ccncc2)c1C(=O)NCC1CC1 | -14% | 24% | -3% | 0% | 29%[59 µM] | ? | -11% | -21% | -29%
Cc1ccc(CNC(=O)CSCc2ccccc2)cc1 | -22% | -11% | -1% | 2% | 19% | -18% | -1% | -7% | 20%
COc1ccc(CC2(CO)CCN(Cc3cccc4nccnc34)CC2)cc1 | -7% | 3% | 0% | -4% | 12% | -1% | -12% | 3% | 74%[activator]
Cc1nc(Nc2ccccc2F)c2oc3ccccc3c2n1 | -15% | -14% | 3% | -1% | 32µM* | -36% | 5% | 0% | 78%[activator]
COCc1cc(C)nc2sc(C(=O)Nc3ccccc3C)c(N)c12 | -15% | 14% | -9% | -4% | -12% | 4% | 41%[activator] | -8% | 87%[activator]
Fc1ccc(N2CCN(Cc3ccccn3)CC2)cc1 | -5% | 13% | -1% | 0% | 3.5µM* | 50µM* | 11µM* | -12% | -1%
COc1ccc(OC)c(NC(=O)Cc2coc3cc(C)cc(C)c23)c1 | 10% | 4% | -11% | -1% | -1% | -3% | -16% | -16% | 1%
O=C(O)Cn1nnnc1-c1ccc(F)cc1 | -8% | -2% | 7% | -6% | ? | 6% | -12% | -7% | -5%
Cc1ncsc1CCOC(=O)c1ccccc1 | 4% | 2% | 0% | -2% | ? | -8% | -1% | 3% | 50%[activator]
CCOc1ccc(C(=O)N[C@H](C(=O)Nc2ccccc2OC)C(C)C)cc1 | -20% | 0% | 52%[activator] | -1% | 18% | 3% | -1% | -4% | 84%[activator]
Cc1ccc(-c2n[nH]c(=S)n2/N=C/c2c(C)nn(-c3ccccc3)c2C)cc1 | 1% | 3% | 0% | -5% | 10µM* | -25% | 79µM* | 0% | 19%
COc1ccccc1NC(=O)CSc1oc(-c2cccs2)nc1S(=O)(=O)c1ccc(C)cc1 | -24% | 0% | . | -6% | ? | -11% | -22% | -2% | 17%

Sorted by molecular weight (rising): three of the compounds above.
SMILES | POLH inh | POLB inh | APEX1 inh | BLM inh | G9a block | BAZ2B block | JMJD2A Tudor inh | Pol kappa inh | Pol iota inh
Cc1ncsc1CCOC(=O)c1ccccc1 | 4% | 2% | 0% | -2% | ? | -8% | -1% | 3% | 50%[activator]
CC1(C(=O)NCc2cccnc2)CCC(=O)N1Cc1cccs1 (stereo not given) | -3% | -3% | 2% | 0% | 0%[59 µM] | 10% | -9% | -9% | -1%
Cc1occc1C(=O)NC1CCCN(Cc2ccc(Cl)cc2)C1 (stereo not given) | -17% | -1% | 36% | 1% | ? | -19% | -25% | 4% | 5%

Next results
SMILES | POLH inh | POLB inh | APEX1 inh | BLM inh | G9a block | BAZ2B block | JMJD2A Tudor inh | Pol kappa inh | Pol iota inh
Cc1[nH]c2ccc(Br)cc2c(=O)c1CN1CCOCC1 | 1% | 20% | 0% | -11% | 15%[2.33 µM] | -3% | -11% | -22% | 0%
COc1cccc(/C=N/NC(=O)c2ccc(N3CCCC3=O)cc2)c1 | -3% | 25µM* | -17% | 0% | 15% | 4% | -8% | ? | ?
O=c1c(Cl)c(Nc2cccc(Cl)c2)cnn1-c1nc2ccccc2s1 | -15% | 1% | 4% | -4% | -3%[59 µM] | -9% | -7% | -1% | ?
O=C(O)C1CCCCN1S(=O)(=O)c1ccccc1 (stereo not given) | 12% | 38% | 1% | -4% | 8%[59 µM] | 9% | -11% | -2% | -30%[58.9 µM]
N#Cc1ccc2ccn(CC(=O)N3CCCc4ccccc43)c2c1 | 5% | 0% | ? | -15% | -15%[12.7 µM] | 1% | -12% | -8% | 24%
O=CN1CCN(C(=O)c2ccc3c(c2)OCO3)CC1 | 3% | 20% | 11% | 3% | . | 1% | -1% | -10% | 42%[activator]
COc1ccc(NC(=O)Cn2cc(C(=O)c3ccncc3)c(=O)c3cc(C)ccc32)cc1Cl | ? | -21% | 34% | -6% | 4%[12.7 µM] | ? | ? | -15%[60.1 µM] | ?
COc1ccc(N2C(N)=C(C#N)C(c3cc(CN4CCOCC4)cs3)C3=C2CCCC3=O)cc1 (stereo not given) | -12% | 1% | . | 0% | -1%[59 µM] | -14% | -26% | -1%[60.1 µM] | 51%[activator]
Cc1ccc(CNC(=O)Cn2c(=O)n(-c3ccc(Cl)cc3)c(=O)c3c(C)c(C)sc32)cc1 | 8% | 25% | . | 1% | 8%[59 µM] | -1% | -3% | -5% | -1%
NC(=O)Cn1c(=O)n(CCc2ccccc2)c(=O)c2c3c(sc21)CCCC3 | 1% | 17% | 16% | -2% | -16%[59 µM] | 2% | -11% | -17% | 1%[58.9 µM]
N=c1c2c(-c3ccccc3)c(-c3ccccc3)n(Cc3ccco3)c2ncn1CCN1CCOCC1 | -9% | -3% | 3% | -10% | ? | ? | -36% | -10% | -3%
Cc1cccc(NC(=S)NC(=O)CCc2ccccc2)c1 | -27% | 25% | -2% | -12% | 38%[activator] | -4% | 35% | -4% | 15%
COc1cccc(CNC(=O)CCCn2nc(C)c3c(C)n(-c4ccccc4)nc3c2=O)c1 | -27% | 3% | 10% | 2% | 10% | -3%[57.1 µM] | -8% | 3% | 46%[activator]
CCCCN(C)CCNC(=O)CN1C(=O)CSc2ccc(S(=O)(=O)N3CCCCC3)cc21 | -5%&-14% | 0%&0% | -12% | 3%&-1% | -2%&12%[59 µM] | -13%&0% | -11%&-20% | 8% | 13%&23%
CCOC(=O)c1cccc(NC(=O)CN2C(=O)c3ccccc3Sc3ncccc32)c1 | -3% | -8% | . | -2% | -1%[59 µM] | -26% | -17% | 6% | -2%

7 records picked at random from the list so far, as already listed:
SMILES | POLH inh | POLB inh | APEX1 inh | BLM inh | G9a block | BAZ2B block | JMJD2A Tudor inh | Pol kappa inh | Pol iota inh
COc1ccc(N2C(N)=C(C#N)C(c3cc(CN4CCOCC4)cs3)C3=C2CCCC3=O)cc1 (stereo not given) | -12% | 1% | . | 0% | -1%[59 µM] | -14% | -26% | -1%[60.1 µM] | 51%[activator]
N#Cc1ccc2ccn(CC(=O)N3CCCc4ccccc43)c2c1 | 5% | 0% | ? | -15% | -15%[12.7 µM] | 1% | -12% | -8% | 24%
CCCCN(C)CCNC(=O)CN1C(=O)CSc2ccc(S(=O)(=O)N3CCCCC3)cc21 | -5%&-14% | 0%&0% | -12% | 3%&-1% | -2%&12%[59 µM] | -13%&0% | -11%&-20% | 8% | 13%&23%
Cc1ccc(CNC(=O)Cn2c(=O)n(-c3ccc(Cl)cc3)c(=O)c3c(C)c(C)sc32)cc1 | 8% | 25% | . | 1% | 8%[59 µM] | -1% | -3% | -5% | -1%
COc1cccc(/C=N/NC(=O)c2ccc(N3CCCC3=O)cc2)c1 | -3% | 25µM* | -17% | 0% | 15% | 4% | -8% | ? | ?
Cc1[nH]c2ccc(Br)cc2c(=O)c1CN1CCOCC1 | 1% | 20% | 0% | -11% | 15%[2.33 µM] | -3% | -11% | -22% | 0%
O=c1c(Cl)c(Nc2cccc(Cl)c2)cnn1-c1nc2ccccc2s1 | -15% | 1% | 4% | -4% | -3%[59 µM] | -9% | -7% | -1% | ?

A portion of the library (hit frequency here may not be typical).
